aSyn yeast rescue: inhibitors of alpha-synuclein toxicity in yeast. 94,000 tested, 0.02% active. AID 1347070. S. cerevisiae alpha-synuclein toxicity rescue, BacTiter-Glo growth, 24 h. Potency, µM (titrated, usually from 46.1 µM), for inactives: top-dose growth rescue (activation), most hits filed as activators; active means well fitted activation curve with a large enough effect; inconclusive means small, poorly fitted or top-dose-only effect; further: 0% is about no effect
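Growth restoration measured by BacTiter-Glo luminescence after 24 hr at 30 deg C; alpha-synuclein yeast, raffinose-pregrown to mid-log, were added at OD600=0.02 in galactose medium onto pinned compounds.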
* marks the source's active call; other numbers are inactive results; ? = inconclusive; [ ] = dose if it differs, or a comment. Potency means the concentration at half of the fitted maximal effect. This is a subset; rates above refer to the full screens.

Molecule | aSyn yeast rescue
COc1ccc(N2CCN(C(=O)c3cn(CC(C)C)c(=O)c4c3c3ccccc3n4C)CC2)cc1 | 2%
COc1ccc2nc(N(Cc3cccnc3)C(=O)c3ccco3)sc2c1 | 2%
C[C@H](CO)N1C[C@H](C)[C@@H](CN(C)C(=O)C2CCCCC2)OCc2cnnn2CCCC1=O | -2%
Cc1cccc(NC(c2cccc(F)c2)c2ccc3ccc(C)nc3c2O)n1 (configuration not stated) | ?
O=[N+]([O-])c1ccc(N2CCN(C(=S)c3cccc([N+](=O)[O-])c3)CC2)cc1 | -18%
COc1ccc(N2CC(NC(=O)C3CCCC3)CC2=O)cc1 (configuration not stated) | 0%
Cc1ccccc1OCC(=O)Nc1ccc2nc(SCC(=O)N3CCOCC3)sc2c1 | 6%
Nc1ccc(OCCCc2c(N)nc(N)nc2N)cc1 | -59%[inhibitor]
CCCS(=O)(=O)N1CCn2c(nc3ccccc32)C1 | 12%
Cc1ccc(-c2cc3c(n2-c2ccc(C)cc2)CC(C)(C)CC3=O)cc1 | -10%
CCOc1ccc(NC(=S)N(CCOC)C(C)c2ccco2)cc1 (configuration not stated) | -8%
COc1ccc(CC(=O)Nc2ccc3nc(N4CCCCC4)cc(C)c3c2)cc1 | 0%
COc1ccc(CCNC(=O)CCc2c(C)c3cc4c(C)c(C)oc4cc3oc2=O)cc1 | -5%
Cc1cccc(C(=O)N[C@H](C(=O)NCCc2ccc(Cl)cc2)C(C)C)c1 | 0%
Cc1ccc(NC(=O)C(Cc2ccccc2)N2Cc3ccccc3C2=O)cc1Cl (configuration not stated) | -5%

More compounds
Molecule | aSyn yeast rescue
Nc1ccccc1SC1CC(=O)N(c2ccc(Cl)c(Cl)c2)C1=O (configuration not stated) | 10%
CCn1cc(C(=O)NCCc2ccccc2)c(=O)c2cc(S(=O)(=O)N3CCCCCC3)ccc21 | 10%
O=C1C(=Cc2ccccn2)CCc2ccccc21 | -3%
CCC(CC)c1nnc(NC(=O)CSCc2c(C)noc2C)s1 | -7%
O=C(CSc1ccc(-c2ccccn2)nn1)c1ccccc1 | ?
CC(=O)c1ccc(N2CCN(C(=O)CCC(=O)Nc3ccc4nc(N5CCCCC5)cc(C)c4c3)CC2)cc1 | -3%
O=C(NCc1cccc(F)c1)c1ccc(CN2CC(=O)N3CCCCC3C2=O)cc1 (configuration not stated) | -4%
C1CC2CN(c3nc4nonc4nc3N3CCSCC3)CCN2C1 (configuration not stated) | 7%
CC1CCCN(S(=O)(=O)c2ccc(NC(=O)C3CCN(C(=O)c4ccco4)CC3)cc2)C1 (configuration not stated) | 7%
Cc1cnc2c(c1SCC(=O)NCc1ccc(F)cc1)c(=O)n(C)c(=O)n2C | -1%
C[C@@H]1CCCCO[C@H](CN(C)Cc2ccc(Cl)c(Cl)c2)[C@@H](C)CN([C@H](C)CO)C(=O)c2cc(N(C)C)ccc2O1 | 2%
O/N=C(/c1ccc(Cl)cc1)C1CC1c1ccccc1 (configuration not stated) | -15%
Cc1ccc(CCNC(=O)C2CCN(S(=O)(=O)c3ccc4c(ccn4C)c3)CC2)cc1 | 6%
O=C1NC2=C(CCc3ccccc32)C(c2ccccc2)N1 (configuration not stated) | -3%
COc1ccc2c(c1)c(=O)c(S(=O)(=O)c1ccccc1)cn2CC(=O)Nc1ccc2c(c1)OCO2 | 3%

(list continues)
Molecule | aSyn yeast rescue
Cn1c(SCC(=O)N2CCc3ccccc3C2)nnc1-c1ccncc1 | 6%
Cc1ccc(C)c(NC(=O)Nc2csc3c2CCCC3)c1 | -9%
COc1ccc(NC(=O)CSc2nnc(NC(=O)Nc3ccccc3)s2)cc1OC | 2%
CCc1cccc(NC(=O)C2CCCN(c3ncnc4onc(-c5ccc(F)cc5)c34)C2)c1 (configuration not stated) | -36%[inhibitor]
CCc1cccc(NC(=O)CN2C=NS(=O)(=O)c3ccccc32)c1 | -7%
COc1ccccc1OCC(=O)Nc1nnc2n1CCS2 | -6%
Cc1csc2nc(O)c(C(=O)NCCCN3CCCC3=O)c(=O)n12 | -8%
COc1ccc([N+](=O)[O-])cc1N(CC(O)CN1CCCCC1)S(=O)(=O)c1ccccc1 (configuration not stated) | 0%
Brc1ccccc1-c1csnn1 | -9%
O=C(Nc1ccc2nc(SCC(=O)N3CCCc4ccccc43)sc2c1)c1ccc(Cl)cc1 | -10%
Cc1ccccc1C(=O)NC(=S)Nc1ccc(S(=O)(=O)N2CCOCC2)cc1 | -10%
N#CCCn1c(=O)n(CCC#N)c2ccccc21 | 7%
O=c1cnc2ccccc2n1Cc1ccccc1C(F)(F)F | 1%
O=C(NCCc1ccc(Cl)cc1)c1cc(S(=O)(=O)N2CCCC2)ccc1F | 9%
Cc1ccc2c(c1)c1c(c(=O)n(-c3cccc(Cl)c3)c(=O)n1CC(=O)NCCC1=CCCCC1)n2C | 4%

Part of the list above in order of heavy-atom count, rising:
Molecule | aSyn yeast rescue
Cc1csc2nc(O)c(C(=O)NCCCN3CCCC3=O)c(=O)n12 | -8%
Cn1c(SCC(=O)N2CCc3ccccc3C2)nnc1-c1ccncc1 | 6%
Cc1ccc(NC(=O)C(Cc2ccccc2)N2Cc3ccccc3C2=O)cc1Cl (configuration not stated) | -5%

Further results follow:
Molecule | aSyn yeast rescue
CC(C)(C)c1ccc(-c2nc3cc(NC(=O)c4cccc(Br)c4)ccc3o2)cc1 | -7%
Cn1cc(S(=O)(=O)NCc2ccco2)c(=O)n(C)c1=O | 7%
O=S(=O)(c1ccc(-c2n[nH]c(=S)o2)cc1)N1CCCC1 | -11%
C/C(=C\C=C(C#N)C#N)c1cc(C#N)c(N)o1 | -14%
CN1CCO/C1=C(\C(Cl)=C(Cl)Cl)[N+](=O)[O-] | -1%
COc1ccc(CCNC(=O)c2cc(=O)[nH]c3ccc(S(=O)(=O)N4CCCCC4C)cc23)cc1OC (configuration not stated) | -2%
NS(=O)(=O)c1ccc(NC(=O)c2c(Cl)cccc2Cl)cc1 | -13%
CC(=O)Nc1ccc(C(=O)Nc2ccc(S(=O)(=O)N3CCCCC3)cc2)cc1 | 11%
CCCCn1cc(S(=O)(=O)c2ccc(Cl)cc2)c(=O)c2cc(F)c(N3CCCCC3)cc21 | -5%
CCOc1ccc(OCC(=O)Nc2nnc3n2CCS3)cc1 | -4%
CCc1cccc(NC(=O)CSc2nc3ccsc3c(=O)n2CC)c1 | -16%
FC(F)(F)c1ccnc(NCc2ccc(Cl)cc2)n1 | -44%[inhibitor]
COC(=O)c1ccc2c(=O)n(CCCCCC(=O)N3CCN(c4ccc(Cl)cc4)CC3)c(=O)[nH]c2c1 | -13%
Cc1ccc(-c2nc(CS(=O)CC(=O)NC3CCC(C)CC3)c(C)o2)cc1 (configuration not stated) | -5%
CC(Oc1ccc(Br)cc1)C(=O)N(Cc1ccccc1)c1c(N)n(Cc2ccccc2)c(=O)[nH]c1=O (configuration not stated) | -2%

Later entries:
Molecule | aSyn yeast rescue
O=C(CSc1n[nH]c(=O)n1C1CC1)NCc1ccccc1 | 5%
CCn1cc(CCC(=O)NCc2ccccc2OC)c2ccccc21 | ?
CC(C)(C)c1ccc(OCc2nc3ccccc3n2CCOc2ccccc2)cc1 | 5%
CCOc1ccc(CN2C(=O)c3ccccc3Sc3ccc(C(=O)N4CCN(C)CC4)cc32)cc1 | -4%
O=C(CSc1nc2ccccc2nc1N1CCCC1)Nc1ccc(Cl)cc1 | 1%
COc1ccc(CCN2C(=O)CCC2(C)C(=O)NC2CCCC2)cc1OC (configuration not stated) | -9%
CC(C)NC(=O)Nc1cccc(Cl)c1 | 11%
O=c1c2cc(F)ccc2[nH]c(=S)n1Cc1ccc(F)cc1 | 6%
CC(=O)Nc1ccc(CC#N)cc1 | 4%
O=c1c(NCc2ccccc2Cl)nccn1-c1ccccc1 | -1%
Fc1cccc(-c2nnn3c2nc(NCCc2ccccc2)c2ccccc23)c1 | 0%
Cc1cccc(CN2CCN(CC(=O)Nc3c(C)cccc3C)S2(=O)=O)c1 | 1%
CNS(=O)(=O)c1ccc(CNC[C@H]2O[C@@H](n3cc(C)c(=O)[nH]c3=O)C[C@@H]2O)cc1 | -5%
COc1cc(NC(=O)CC(C)n2nc(C)cc2C)cc(OC)c1 (configuration not stated) | 2%
NS(=O)(=O)c1cccc(NC(=O)C(Cc2ccccc2)NC(=O)c2ccccc2)c1 (configuration not stated) | -10%

Going on with the list:
Molecule | aSyn yeast rescue
O=C(O)c1ccc(-n2ncc(Cl)c(Cl)c2=O)cc1 | 14%
COc1ccc(CCNC(=O)Cn2nnc(-c3cccc(C(F)(F)F)c3)n2)cc1OC | 1%
N#Cc1cnc(SCC(=O)N2CCCCC2)nc1N | 9%
COc1cc(NC(=O)c2cccnc2)c(OC)cc1NC(=O)c1ccc(Br)cc1 | 4%
CCc1ccc(C(=O)NNC(=O)CN2C(=O)NC(CC)(c3ccccc3)C2=O)cc1 (configuration not stated) | -4%
CC(C)N(C(=O)Cn1cc(S(=O)(=O)Cc2ccc(C(F)(F)F)cc2)c2ccccc21)C(C)C | 0%
CCc1cccc(NC(=O)CSc2nnc(Cc3ccc(OC)cc3)c(=O)[nH]2)c1 | 2%
CCCc1cc(=O)[nH]c(SCC(=O)c2c[nH]c3ccccc23)n1 | 10%
O=C(O)c1ccc2oc(=O)n(Cc3ccccc3)c2c1 | 6%
CCOC(=O)CN1CC23C=CC(O2)C(C(=O)Nc2cc(OC)ccc2OC)C3C1=O (configuration not stated) | 0%
Cn1nnnc1SCCCNCc1cccc(OCc2ccccc2F)c1 | 7%
COc1ccc(NC(=O)c2nn(C)c3c2CSc2ccc(C)cc2-3)cc1OC | -12%
Cc1cc(C)c(NC(=O)c2cc(C)nc3c2c(C)nn3-c2cccc(F)c2)c(C)c1 | -2%
O=C(CSC1CN(C(c2ccccc2)c2ccccc2)C1)N/N=C/c1ccccc1 | 8%
O=C(c1cccc(Cl)c1)N1CCN(c2ccc(N3CCOCC3)nn2)CC1 | 4%

Laid out differently: 4 of the compounds above.
CCOC(=O)CN1CC23C=CC(O2)C(C(=O)Nc2cc(OC)ccc2OC)C3C1=O (configuration not stated)
  aSyn yeast rescue = 0%
CCCc1cc(=O)[nH]c(SCC(=O)c2c[nH]c3ccccc23)n1
  aSyn yeast rescue = 10%
Cn1nnnc1SCCCNCc1cccc(OCc2ccccc2F)c1
  aSyn yeast rescue = 7%
Cc1cc(C)c(NC(=O)c2cc(C)nc3c2c(C)nn3-c2cccc(F)c2)c(C)c1
  aSyn yeast rescue = -2%

Further entries follow.
Molecule | aSyn yeast rescue
CC(C)(CNC(=O)c1ccc(NS(=O)(=O)c2ccc(Br)cc2)cc1)N1CCOCC1 | -12%
Cc1ccccc1Nc1sc(C(=O)c2ccccc2)c(N)c1S(C)(=O)=O | -5%
COc1cccc(CN2CCN(C3CCOCC3)CC2CCO)c1 (configuration not stated) | -2%
COc1ccccc1CNC(=O)C[C@@H]1C[C@H]2c3cc(NC(=O)c4ccc5c(c4)OCO5)ccc3O[C@H]2[C@@H](CO)O1 | -1%
NC(=O)c1ccccc1NC(=O)CCn1c(=S)oc2ccccc21 | -2%
COC(=O)c1c(SCc2cccc3ccccc23)nc(=O)[nH]c1C | 2%
O=S1(=O)N=C(N(CCO)/N=C/c2ccccc2)c2ccccc21 | -3%
CC1CCCCN1CCCNC(=O)c1cc(Sc2cccc(Cl)c2)nc2ccccc12 (configuration not stated) | 7%
CC1CCCCC1N=C1NC(C)(C)CS1 (configuration not stated) | -5%
Cc1ccc(C)c(NC(=O)CN(C)C(=O)c2ccccc2OCc2ccc(Cl)cc2)c1 | -3%
CNC(=O)CN1C(=O)NC(c2ccccc2)(c2ccccc2)C1=O | -3%
Cc1ccc2c(c1)N(C(=O)N1CCC(C(=O)NCc3ccccc3C)CC1)CC(C)O2 (configuration not stated) | -2%
Cc1ccc2oc(C(=O)N(Cc3sccc3C)C3CCS(=O)(=O)C3)c(C)c2c1 (configuration not stated) | 23%
CC1CCN(S(=O)(=O)c2ccc3c(c2)N(CC(=O)Nc2ccc(F)c(Cl)c2)C(=O)CO3)CC1 | 2%
COc1ccc(C(C(=O)NC2CCCC2)N(C(=O)c2ccco2)c2cccc(C(C)=O)c2)cc1OC (configuration not stated) | 7%

Remaining list, next part:
Molecule | aSyn yeast rescue
CCn1cc2nc(SCC(=O)Nc3ccc(OC)cc3OC)n(Cc3ccc(Cl)cc3)c(=O)c2n1 | 4%
COCCNC(=O)Cn1cc2c(n1)-c1c(oc(C(=O)N3CCCC3)c1C)CC2 | 0%
COc1ccc(CCNC(=O)c2ccc3ccccc3n2)cc1 | -1%
Cc1ccccc1COC(=O)c1nn(-c2ccccc2)nc1N | -5%
CCC1CCCCN1C(=O)CSc1nnc(-c2ccc(OC)c(OC)c2)o1 (configuration not stated) | -2%
COC(=O)CN1C(=O)CSc2ccc(S(=O)(=O)Nc3ccc(Cl)cc3C)cc21 | -9%
Cc1ccccc1CNC(=O)CN1CCSc2ccccc21 | 11%
CC(C)CNC(=O)C1c2ccccc2Oc2ccccc21 | -15%
COc1cccc(-c2nc(CS(=O)(=O)CC(=O)NCc3ccccc3OC)c(C)o2)c1 | 7%
CN(C)c1ccc(/C=N/N=C(N)N)cc1[N+](=O)[O-] | -14%
COc1ccc(C2=NS(=O)(=O)N(C)C(C(=O)N3CCC(C(N)=O)CC3)=C2)cc1 | 7%
COc1ccc(N2C(=O)C(CC(=O)Nc3ccccc3)N(Cc3cccs3)C2=O)cc1 (configuration not stated) | 2%
COc1cccc(Nc2nnc(-c3cc4ccc(O)cc4oc3=O)s2)c1 | -5%
COc1ccccc1NC(=O)CSc1nnc(CC(=O)Nc2ccccc2F)n1C | 1%
CN(CCOc1ccccc1)CC(=O)Nc1cc([N+](=O)[O-])ccc1Cl | 6%

Bioassay records from PubChem.
